ASM inhibitor: human S-ASM enzyme inhibition; P17405; placental ASM, HMU-PC fluorogenic substrate, 60 min; Potency, µM (doses to about 57.5 µM), for inactives: top-dose activity change, negative = inhibition, most hits filed as inhibitors; 340,000 tested, 0.006% active; AID 504937; further: potency means the concentration at half of the fitted maximal effect
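qHTS format. ASM enzyme prepared from human placenta hydrolyses the fluorogenic substrate HMU-PC0 (9 uM final) over 60 min at 37 °C after a 10 min compound preincubation.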
Menin MLL FP TR: inhibitors of human menin-MLL interaction, mutant MLL peptide. 270,000 tested, 0.23% active. O00255. Menin + Texas Red MLL mutant peptide, fluorescence polarization. AID 1768. Potency, µM (titrated, usually from 61.6 µM), inactives show at the highest dose FP activity change, negative = inhibition, hits mostly inhibitors; active means well fitted inhibition curve with a large enough effect in the polarisation, with a control signal flat, not every such curve was filed as active; inconclusive means small, poorly fitted or top-dose-only effect, or effect the other way, or a change in a side signal; inactive means no such curve, though single readings can be large or run the other way; the % refers to the polarisation; further: potency means the concentration at half of the fitted maximal effect; % of control where 0% means no effect; many of its hits are not listed in these tables
CXXC DNA block: MLL CXXC-DNA interaction inhibition; MLL-CXXC / FITC-HOXA9 DNA fluorescence polarization; Potency, µM (doses to about 115 µM), for inactives: at the top dose activity change, negative = inhibition, most hits filed as inhibitors; 290,000 tested, 0.037% active; Q03164; AID 2662; active means well fitted inhibition curve with a large enough effect in the polarisation, with a control signal flat, not every such curve was filed as active; inconclusive means small, poorly fitted or top-dose-only effect, or effect the other way, or a change in a side signal; inactive means no such curve, though single readings can be large or run the other way; the % refers to the polarisation; further: potency means the concentration at half of the fitted maximal effect
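Fluorescence polarization: 7 uM MLL-CXXC (stock) preincubated 5 min with compounds, then 50 nM fluorescein-HOX-A9 DNA (stock) added; 30 min ambient. Buffer 50 mM Tris-HCl pH 7.5, 50 mM NaCl, 1 mM DTT, 0.05% BSA.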
MBNL1 CUG block: MBNL1-poly(CUG) RNA binding inhibition; Q9NR56; TR-FRET MBNL1-His/biotin-(CUG)12 binding, 665/545 ratio; Potency, µM (series often up to 57.5 µM), inactives show at the highest dose activity change, negative = inhibition, actives largely listed as inhibitors; 280,000 tested, 0.036% active; active means well fitted inhibition curve with a large enough effect in the signal ratio, with a control signal flat, not every such curve was filed as active; inconclusive means small, poorly fitted or top-dose-only effect, or effect the other way, or a change in a side signal; inactive means no such curve, though single readings can be large or run the other way; the % refers to the signal ratio; further: potency means the concentration at half of the fitted maximal effect; on the % scale 0 is the no-effect control and ±100 the full control effect
Target sequence (Q9NR56 whole entry, looked up): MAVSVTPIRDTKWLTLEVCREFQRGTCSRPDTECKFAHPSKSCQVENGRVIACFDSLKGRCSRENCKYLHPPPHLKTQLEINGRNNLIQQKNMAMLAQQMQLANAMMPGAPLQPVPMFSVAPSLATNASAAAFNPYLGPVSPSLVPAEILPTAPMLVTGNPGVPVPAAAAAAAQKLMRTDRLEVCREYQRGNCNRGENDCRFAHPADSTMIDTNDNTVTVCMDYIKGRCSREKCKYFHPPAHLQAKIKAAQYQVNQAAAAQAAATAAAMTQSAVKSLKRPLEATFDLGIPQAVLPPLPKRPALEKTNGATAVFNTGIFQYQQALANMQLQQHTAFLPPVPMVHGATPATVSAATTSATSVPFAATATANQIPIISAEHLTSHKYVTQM
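Ratiometric TR-FRET (665 over 545 nm, excitation 340 nm) tracks disruption of MBNL1-His/biotin-(CUG)12 complex after 60 min at room temperature, with compounds at 92 nM to 58 uM final.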
TCR activator: activators of T cell receptors; primary human leukocytes, anti-CD3, IL-2 HTRF, 48 h; Potency, µM (series often up to 9.22 µM), inactives show top-dose activation of IL-2 secretion, hits mostly activators; 330,000 tested, under 10 active; AID 504894; further: % of control where 0% means no effect
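Primary human leukocytes incubated 48 hr with anti-CD3 beads plus compound, without co-stimulation. Secreted IL-2 measured by HTRF (europium cryptate/d2 anti-IL-2 pair, 320 nm excitation, 665 nm emission).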
TSG101-PTAP inh: blocks PTAP/TSG101 interaction to inhibit HIV-1 budding | Fluorescence polarization, FITC-PTAP peptide / Tsg101 binding | Potency, µM (doses to about 115 µM), for the others: at the top dose activity change, negative = inhibition, actives largely listed as inhibitors | 340,000 tested, under 10 active | AID 493005; active means well fitted inhibition curve with a large enough effect in the main read-out, with a control signal flat, not every such curve was filed as active; inconclusive means small, poorly fitted or top-dose-only effect, or effect the other way, or a change in a side signal; inactive means no such curve, though single readings can be large or run the other way; further: potency means the concentration at half of the fitted maximal effect; % of control where 0% means no effect
Target sequence (Q99816 whole entry, looked up): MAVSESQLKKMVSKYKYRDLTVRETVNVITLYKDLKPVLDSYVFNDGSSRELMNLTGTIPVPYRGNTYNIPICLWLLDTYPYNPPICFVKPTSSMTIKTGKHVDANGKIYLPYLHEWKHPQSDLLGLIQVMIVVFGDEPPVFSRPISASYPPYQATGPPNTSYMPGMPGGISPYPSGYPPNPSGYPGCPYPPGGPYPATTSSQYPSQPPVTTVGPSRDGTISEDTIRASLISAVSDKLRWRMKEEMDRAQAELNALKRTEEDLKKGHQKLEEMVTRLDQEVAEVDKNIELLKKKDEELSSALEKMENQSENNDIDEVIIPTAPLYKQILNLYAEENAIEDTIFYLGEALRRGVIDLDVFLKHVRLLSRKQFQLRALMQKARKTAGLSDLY
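Steps: Tsg101 binding domain dispensed (10 uM final), compounds pinned in DMSO, FITC-labeled PTAP-motif peptide added (50 nM final); after 20 min binding at room temperature, polarization measured.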
a7 integrin act: activates integrin-mediated alleviation for muscular dystrophy; alpha7betagal myoblasts, beta-gal FDG fluorescence, 48 h; Potency, µM (highest dose often 38.3 µM), for inactives: at the highest dose activation, actives largely listed as activators; 350,000 tested, 0.064% active; AID 624291;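 further: potency means the concentration at half of the fitted maximal effect; 100% = response of the positive control SU9516; nearly all actives have a fitted effect of over 60% in size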
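Alpha7betagal+/- myoblasts (passage 13) were plated 16-24 hr, then exposed to compounds (1:260 dilution of DMSO stock) for 48 hours at 37C. After MPER lysis, β-galactosidase reporter activity was read as FDG fluorescence (ex 480/em 540) after 30 minutes.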
A-T KAP1 phos: candidate therapy for ataxia-telangiectasia. Potency, µM (top dose mostly 57.5 µM), for inactives: at the top dose activation, hits mostly activators. […] A-T fibroblasts, KAP-1 phosphorylation AlphaLISA; neocarzinostatin DNA damage 30 min before lysis. 320,000 tested, 0.19% active; further: potency means the concentration at half of the fitted maximal effect; % of control where 0% means no effect; nearly all actives have a fitted effect of over 45% in size
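hTERT-immortalized A-T patient fibroblasts ([…]), 500 cells/well in OPTI-MEM, 1% FBS, got compounds for 60 min, then NCS for 30 min at 37C. Lysates were then assayed for phospho-KAP-1 by AlphaLISA (anti-pKAP1 donor, anti-KAP1 acceptor beads), 6 hr at 25C.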
Mito fusion act: mitochondrial division inhibition or fusion activation | Potency, µM (doses to about 46.1 µM), inactives show top-dose growth rescue (activation), usual class: activators | 320,000 tested, 0.23% active | S. cerevisiae fusion-defective mutant growth rescue, CellTiterGlo 48 h | AID 485298;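 further: potency means the concentration at half of the fitted maximal effect; % of control where 0% means no effect; nearly all actives have a fitted effect of over 45% in size; temperature-sensitive fusion mutants such as fzo1-1 at 37 °C on non-fermentable ethanol glycerol medium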
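S. cerevisiae fusion-defective temperature-sensitive mutants (e.g. fzo1-1, mgm1-5) grown 48 h at 37C in YPEG (ethanol/glycerol non-fermentable) medium with 23 nl compound per well; growth rescue read as CellTiterGlo luminescence.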
TSHR antagonist: antagonists of human thyroid stimulating hormone receptor; P16473; TSHR-expressing cells, TSH-stimulated cAMP HTRF, 2 h; stronger effect = lower value; activity change, negative = inhibition, % at 11.5 µM; 330,000 tested, 0.2% active;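 active means activity change below a set negative limit, meaning inhibition stronger than a set level, cut at about -70% in these data; inconclusive means activity change between two set negative limits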; further: on the % scale 0 is the no-effect control and ±100 the full control effect
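Competitive HTRF cAMP read-out (cryptate anti-cAMP antibody, cAMP-d2; 30 min, room temperature) in freshly harvested TSHR cells. Compounds added before TSH at EC80 (4nM final), followed by 2 hours' incubation at 37 deg C.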
The depositor's hits bear a star; ? = inconclusive; / = no result given; [ ] = another dose, or the depositor's remark. Unless noted, the call rests on the fitted dose curve; in most records, active means well fitted curve in the direction sought with a large enough effect; inconclusive means small, poorly fitted or top-dose-only effect, or another doubt; inactive means no such curve, though single readings can be large; an effect the other way counts as inactive or inconclusive. Not all compounds are listed; count on the stated rates, not on these rows.

Molecule,ASM inhibitor,Menin MLL FP TR,CXXC DNA block,MBNL1 CUG block,TCR activator,TSG101-PTAP inh,a7 integrin act,A-T KAP1 phos,Mito fusion act,TSHR antagonist
COc1ccc(-n2nnnc2SCC(=O)c2ccc(OC)c(OC)c2)cc1,-3.0%,1.5%,-5.9%,7.7%,1.0%,-0.8%,-0.4%,-4.8%,-4.2%,-5.7
Cc1cccc(CCNC(=O)CCS(=O)(=O)c2ccc3nc(C)sc3c2)c1,-1.9%,-3.8%,/,-5.0%,2.1%,1.6%,-0.4%,7.3%,1.1%,7.2
CN(C(=O)c1ccc(NC(=O)Cc2ccc(NC(=O)C3CCN(C(=O)C4CC4)CC3)cc2)cc1)C1CCCC1,15.0%,/,/,/,4.2%,-1.8%,0.0%,/,/,/
CCn1ncc(Br)c1C(=O)Nc1cccc(C(C)=O)c1,-0.8%,14.3%,5.0%,2.0%,-2.9%,1.6%,22.9%,-2.4%,0.3%,-0.2
O=C1CN(CC(=O)N2CCCCC2)c2ccccc2O1,1.8%,-1.2%,11.9%,?,-1.8%,-4.7%,-31.1%,7.3%,-9.9%,-8.8
CC(C)CN1CCN(Cc2nc(C(C)C)cs2)CC1CCO (stereo not drawn),2.1%,2.9%,7.0%,-6.1%,-4.1%,1.3%,-39.0%,1.5%,-3.7%,6.2
CCN(CC)CCn1c(NCc2cc(OC)ccc2OC)nc2ccccc21,2.2%,-26.7%,0.4%,-11.2%,9.9%[46.1 µM],0.0%,-41.2%,-6.1%,-8.2%,13.1
Cc1ccccc1NC1=NC2(CCCC2)N=C(N)N1,-1.6%,14.1%,7.1%,2.5%,5.6%,-6.8%,-30.1%,1.2%,-0.1%,-7.4
O=C(Cc1ccccc1)Nc1ccc(NC(=O)c2ccco2)cc1,6.0%,?,-0.1%,4.1%,-3.5%,-1.0%,2.5%,-0.4%,3.6%,-6.7
O=C(NNC(=O)c1cccc2ccccc12)c1ccc(-c2ccccc2)cc1,0.7%,-22.7%,-1.2%,-10.0%,-3.2%[46.1 µM],-0.9%,0.5%,1.4%,3.1%,-25.8
CCOC(=O)c1sc(NNC(=O)c2ccc(F)cc2)nc1C,2.9%,/,59.3%[activator],4.0%,-5.0%,-4.6%,?,0.0%,14.3%,-3.0
COCCNc1nc(-n2nc(C)cc2C)nc2sc3c(c12)CCCC3,58.1%[activator],-18.2%,11.0%,-1.1%,2.3%,-1.7%,5.2%,/,3.2%,/
COc1cc(C(=O)Nc2ccc(C(=O)O)cc2)ccc1OC(C)=O,6.8%,-24.2%,1.1%,-1.5%,2.0%,-5.7%,-35.4%,2.7%,-4.8%,12.8
Cc1cc(C)cc(NC(=O)C(OC(=O)c2ccc(NC(=O)CC#N)cc2)c2ccccc2)c1 (stereo not drawn),-0.9%,/,/,/,13.2%,-0.4%,14.2%,-3.2%,5.5%,-0.2
Cc1cc(C(=O)COC(=O)c2cccnc2Cl)c(C)n1-c1c(C)n(C)n(-c2ccccc2)c1=O,7.2%,-1.7%,-9.2%,-2.0%,-9.3%,1.1%,-26.0%,23.8%,-0.4%,-8.8
O=C(Nc1ccc(F)c(F)c1)c1cccnc1,1.0%,4.4%,-2.6%,-2.3%,1.5%,-0.8%,15.2%,3.0%,-0.3%,-4.5
COc1cccc(C(=O)C2CN(c3ccccc3)CC2c2ccc(Cl)cc2)c1 (stereo not drawn),18.7%,-0.3%,?,-7.3%,-3.0%,-8.0%,31.4%,-12.3%,2.8%,11.1
CCN(CC(=O)NCc1ccc(Cl)cc1)C(=O)CNS(=O)(=O)c1ccc(NC(C)=O)cc1,1.6%,/,-0.3%,-0.8%,5.6%,0.6%,-1.0%,23.7%,5.9%,43.5
CC(=O)n1c(=O)oc2ccccc21,1.2%,/,/,/,-4.4%,-0.2%,-16.7%,/,/,/
CCCCc1c(O)nc(SCC(=O)N2CCOCC2)n(-c2ccc(OC)cc2)c1=O,-1.7%,14.8%,8.5%,-3.9%,-4.1%,-1.1%,5.2%,-0.4%,1.0%,-14.5
Cc1ccc(S(=O)(=O)Nc2ccc3ncccc3c2)cc1,-2.8%,3.7%,14.3%,19.5%,3.6%,-2.2%,0.0%,-2.0%,-3.8%,-14.8
CCOc1ccc(NC(=O)C/C(C)=N/NC(=O)COc2ccc(Br)cc2C)cc1,-7.6%,/,4.8%,0.3%,-6.6%,-5.0%,10.1%,1.9%,-3.5%,-4.8
Cc1ccc2oc(C(=O)NCc3ccc(S(N)(=O)=O)cc3)cc(=O)c2c1,-1.4%,?,35.2%[activator],14.1%,-1.3%,-2.0%,0.5%,3.8%,-0.9%,-8.3
Cc1ccc(N2CCN(S(=O)(=O)c3ccc(F)c(C)c3)CC2)c(C)c1,-3.2%,-19.1%,0.7%,-1.2%,-2.2%,-0.2%,0.0%,8.1%,1.5%,-15.8
Cc1cc(C)nc(N(C#N)CC(=O)N2CCC(C(N)=O)CC2)n1,-1.4%,-12.4%,0.6%,3.7%,-6.8%[46.1 µM],-2.6%,27.3%,-4.5%,-2.4%,18.8
Cc1cc(C)nc(N(C#N)CC(=O)N(c2ccccc2)C(C)C)n1,-0.1%,-26.4%,4.9%,1.3%,-2.9%,-4.9%,2.9%,-5.8%,-1.8%,7.5
O=C(CCc1nc2sc3c(c2c(=O)[nH]1)CCCC3)Nc1cccc(Cl)c1,/,/,/,/,-11.7%,-5.0%,4.7%,1.3%,-0.8%,-10.5
CC(C)(C)C(=O)N(Cc1ccccc1)c1ccccn1,-4.6%,3.6%,0.4%,-4.0%,-10.4%,2.8%,0.0%,-0.3%,-7.6%,-5.0
CSc1ccccc1NC(=O)COC(=O)c1ccc(-n2nc(C)cc2C)cc1,-3.3%,/,/,/,2.7%,-5.4%,2.8%,-1.1%,/,-5.0
CN(C)c1ccc(CN2CCCCC2)cc1,-2.8%,0.1%,5.9%,-4.0%,2.9%,1.8%,0.3%,/,-3.3%,2.3
Cc1ccc(/C=C/C2=NN(Cc3ccc(Cl)c(Cl)c3)C(=O)CC2)cc1,-17.3%,-1.0%,6.8%,-0.5%,-4.6%,-3.5%,0.4%,10.0%,1.4%,18.3
Cc1ccc(C(=O)C2=C(O)C(=O)N(Cc3cccnc3)C2c2ccc(Br)cc2)o1 (stereo not drawn),1.5%,/,6.7%,100.9%[activator],/,-4.9%,-31.5%,12.5%,-1.0%,5.1
Cc1nc(-c2ccccc2)cc(=O)[nH]1,3.3%,0.5%,-9.4%,3.5%,/,-8.6%,4.5%,3.8%,3.6%,1.4
O=C(CCS(=O)(=O)c1ccc(Cl)cc1)Nc1nnc(-c2ccco2)o1,1.1%,/,/,/,-8.6%,0.9%,-50.1%[inhibitor],2.2%,3.9%,-6.9
COc1cccc(C(=O)NCc2ccc3c(c2)cc(C)n3C)c1,-4.9%,?,-13.0%,46.1%[activator],-2.6%,-3.2%,10.7%,1.5%,-1.0%,-9.2
COc1ccccc1NC(=O)COC(=O)c1cc(C)oc1C,-1.9%,/,/,/,-1.6%[46.1 µM],-3.6%,6.0%,7.0%,/,-6.7
O=C(Nc1nnc(-c2ccc(Cl)cc2)o1)NC1CCCCC1,2.4%,/,10.3%,-2.9%,3.4%,1.3%,21.6%,0.3%,1.6%,-0.8
Cc1ccc(C(=O)C2CC2)c(C)c1,3.7%,/,/,/,5.6%,-4.9%,1.1%,/,/,/
O=C(Cc1csc(-c2cccc(Cl)c2)n1)Nc1cccc(S(=O)(=O)NC2=NCCC2)c1,/,/,/,/,1.0%,-4.2%,-0.2%,-5.6%,-12.7%,-5.8
COc1ccc(NC(=O)NNC(=O)c2ccc(-c3ccccc3)cc2)cc1,-1.6%,-22.6%,?,1.8%,3.8%,-0.1%,-10.3%,-0.2%,0.8%,-11.0
COc1ccc(CN(C(C)=O)c2ccccc2C(=O)O)cc1,-1.6%,/,8.3%,-4.9%,-3.9%,-4.0%,7.0%,0.0%,1.9%,-8.0
COCC(=O)OCn1nnc2ccccc2c1=O,2.7%,1.4%,5.6%,-2.6%,-2.6%,-3.7%,6.2%,4.7%,-2.2%,-2.4

High-throughput results: PubChem, National Center for Advancing Translational Sciences (NCATS)
